FBW7 act = human FBW7 E3 ligase activation, primary screen; Q969H0; AlphaScreen FBW7–phospho-cyclin E peptide binding, activator screen; normalized activity (activation), % at 26.1 µM; hit rate 0.13% among 650,000; in the data active = normalized activity above about 1.9%;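 also: purified mutant Fbw7 with reduced substrate affinity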
Target sequence (Q969H0 whole entry, looked up): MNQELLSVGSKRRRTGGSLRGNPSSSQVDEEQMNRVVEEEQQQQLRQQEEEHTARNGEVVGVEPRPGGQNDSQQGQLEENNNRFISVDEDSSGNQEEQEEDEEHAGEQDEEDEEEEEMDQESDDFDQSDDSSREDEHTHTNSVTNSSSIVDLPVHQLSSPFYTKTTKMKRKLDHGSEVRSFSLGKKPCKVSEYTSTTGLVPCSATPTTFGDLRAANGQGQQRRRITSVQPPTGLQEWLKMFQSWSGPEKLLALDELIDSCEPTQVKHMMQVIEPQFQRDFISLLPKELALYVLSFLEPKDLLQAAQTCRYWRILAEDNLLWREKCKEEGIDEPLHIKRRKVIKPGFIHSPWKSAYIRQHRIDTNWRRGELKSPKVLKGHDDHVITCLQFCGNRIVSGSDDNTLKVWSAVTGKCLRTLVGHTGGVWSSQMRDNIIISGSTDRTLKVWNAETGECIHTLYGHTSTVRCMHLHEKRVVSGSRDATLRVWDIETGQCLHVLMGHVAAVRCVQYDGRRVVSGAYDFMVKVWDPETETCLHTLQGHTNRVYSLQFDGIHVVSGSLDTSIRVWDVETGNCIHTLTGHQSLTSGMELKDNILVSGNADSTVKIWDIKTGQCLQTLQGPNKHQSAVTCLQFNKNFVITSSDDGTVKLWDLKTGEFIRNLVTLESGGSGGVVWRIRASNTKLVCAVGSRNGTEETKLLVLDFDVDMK
TEAD-YAP inh = TEAD-YAP interaction inhibition. inhibition, % at 9.12 µM. AID 1259422. hit rate 1.4% among 640,000. HEK-TIYL cells, TEAD-Gal4/YAP UAS-luciferase luminescence; in the data active = inhibition above about 32%;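 also: 0% = median of test compound wells and 100% = reference inhibitor wells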
GPR151 activ = activates the human receptor GPR151; hit rate 1% among 650,000; activation, % at 11.2 µM; Q8TDV0; PathHunter beta-arrestin GPR151 cells, luminescence; in the data active = activation above about 4.9%;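 also: 0% = median of compound wells and 100% = cells with positive control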
MITF primary = human MITF inhibition, primary screen; inhibition, % at 2.6 µM; hit rate 0.91% among 650,000; AlphaScreen MITF homodimerization, bead proximity signal; O75030; AID 1259374; in the data active = inhibition above about 50%;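 also: 0% = vehicle wells with protein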
Active calls of the source: *; nt = no result given.

molecule	FBW7 act	TEAD-YAP inh	GPR151 activ	MITF primary
O=c1c2ccccc2nc(SCc2ccncc2)n1Cc1ccco1	-0.1	-1	-1.2	-1
CCOc1ccc(NC(=O)Nc2cc(C(=O)O)ccc2C)cc1	-0.1	-3	-1.2	13
CC(C)CC(NC(=O)c1cccnc1)c1nnc2n1CCN(C/C=C/c1ccco1)CC2 (configuration not stated)	0.1	8	-0.1	4
COC(=O)c1c(NC(=O)Cc2cccs2)sc(C(=O)NC(C)C)c1C	-0.1	8	0.5	-5
O=C1OC(c2ccc(Cl)cc2Cl)=N/C1=C\c1cn(-c2ccccc2)nc1-c1ccccc1	0.0	-1	0.6	4
CC(=O)OC(C(=O)NC1CCCCC1)c1ccc(C#N)cc1 (configuration not stated)	0.5	0	1.5	-10
COc1ccc(C(C(=O)NC(C)(C)C)N(C(=O)c2csnn2)c2ccccc2)cc1 (configuration not stated)	0.1	1	-0.2	18
CN=Cc1cc(-c2ccccc2)oc1S	-0.1	6	-0.1	4
CCc1ccccc1NC(=O)C1CCCN1S(=O)(=O)c1cccc2nsnc12 (configuration not stated)	-0.1	-2	0.6	11
CCOCCc1nnc(NC(=O)CC(c2ccccc2)c2ccccc2)s1	0.6	2	8.6*	20
O=C(Nc1cccc(C(=O)O)c1)/C(=C\C=C\c1ccccc1)NC(=O)c1ccccc1	-0.1	-11	-0.7	-14
O=C(N[C@H]1C[C@H]2C(=O)N3CCC[C@@H]3C(=O)N2C1)c1ccc(-c2ccccc2)cc1	-0.1	-12	-1.8	-2
COc1ccc(/C=N/NC(=O)CNC(=O)/C=C/c2ccccc2OC)cc1	0.1	1	-1.0	-5
Cc1ccc(C)c(OCc2nc(-c3ccncc3)no2)c1	-0.1	-30	0.5	-5
Cc1nn(-c2ccccn2)c2c1C(Cl)=C(/C=N\Nc1ccccn1)CC2	0.0	-6	0.5	-1
COc1ccccc1NCN1C(=O)C(=O)c2ccccc21	0.4	1	-1.6	19
COCCn1c(SC)nnc1-c1c[nH]c2ccccc12	0.3	11	-0.6	18
CCN(CC)S(=O)(=O)c1cc(C(=O)Nc2ccc(Br)cc2)ccc1C	0.2	-25	0.2	1
CCCn1nnnc1SCC(=O)N1CCCC1	0.1	6	0.8	10
COc1ccc(OC)c(NC(=O)c2cc(Cl)c(Cl)cc2C(=O)O)c1	-0.1	13	-1.4	9

Of the compounds above, these have four or more nitrogen atoms:
molecule	FBW7 act	TEAD-YAP inh	GPR151 activ	MITF primary
CC(C)CC(NC(=O)c1cccnc1)c1nnc2n1CCN(C/C=C/c1ccco1)CC2 (configuration not stated)	0.1	8	-0.1	4
COc1ccc(C(C(=O)NC(C)(C)C)N(C(=O)c2csnn2)c2ccccc2)cc1 (configuration not stated)	0.1	1	-0.2	18
CCc1ccccc1NC(=O)C1CCCN1S(=O)(=O)c1cccc2nsnc12 (configuration not stated)	-0.1	-2	0.6	11
Cc1nn(-c2ccccn2)c2c1C(Cl)=C(/C=N\Nc1ccccn1)CC2	0.0	-6	0.5	-1
COCCn1c(SC)nnc1-c1c[nH]c2ccccc12	0.3	11	-0.6	18
CCCn1nnnc1SCC(=O)N1CCCC1	0.1	6	0.8	10

Next section
molecule	FBW7 act	TEAD-YAP inh	GPR151 activ	MITF primary
OCC12CC3CC(C1)CC(CO)(C3)C2	0.5	7	-2.3	15
CCCc1c(C(=O)N[C@H]2C[C@H]3C(=O)N[C@H](Cc4ccccc4)C(=O)N3C2)cnn1-c1ccccc1	0.1	2	3.1	16
O=C(CSc1ccccn1)N1c2ccccc2Sc2ccccc21	0.0	-1	1.6	9
CCCCCCN1CC(O)=C(c2nc3ccccc3s2)C1=N	0.1	-8	0.5	-3
NC(=O)c1ccccc1NC(=O)c1cc(I)ccc1Cl	0.5	12	-1.4	2
C=CCNC(=O)C(=O)NCCC1CCCCN1S(=O)(=O)c1cccs1 (configuration not stated)	0.2	4	3.3	-3
CC(=O)[C@@]1(O)CCC2C3C[C@H](C)C4=CC(=O)C=CC4(C)[C@@]3(F)[C@@H](O)C[C@@]21C (some centres not stated)	0.1	-10	-1.9	18
CCOC(=O)C1=C(C)N=c2s/c(=C\c3ccc(N4CCCCC4)o3)c(=O)n2C1c1ccc(OC)cc1OC (configuration not stated)	-0.2	-4	-0.5	-9
O=C1CSC(c2cc3c(cc2[N+](=O)[O-])OCO3)N1c1ccc(Br)cc1 (configuration not stated)	-0.1	-1	-0.7	7
COc1ccccc1C(=O)NC1CCN(CC(=O)NCc2ccco2)CC1	0.0	3	1.2	0
C/C(=C\c1ccccc1)C(=O)Nn1c(C2CCCCC2)nc2ccccc2c1=O	0.1	4	-0.1	-1
CC1=CC(C)(C)N(C(=O)CSc2ncn[nH]2)c2ccc(C)cc21	-0.1	-3	-0.6	9
COc1ccc([N+](=O)[O-])cc1NS(=O)(=O)c1ccc([N+](=O)[O-])cc1	0.2	14	-0.5	4
O=C(CCN1CCN(C/C=C/c2ccccc2)CC1)Nc1ccc(Br)cc1	-0.3	-2	1.0	-5
O=C(CNc1cccc(Br)c1)N/N=C/c1cccc(Br)c1	0.1	12	0.1	17
Nc1nc(NCc2ccccc2)cc(N2CCC(N3CCOCC3)CC2)n1	0.5	-3	1.6	6
NC(=O)CCS(=O)(=O)c1ccc(Br)cc1	0.1	-1	-0.7	7
CC(C)CC(=O)NC(c1ccccc1)c1ccccc1	0.0	0	3.0	-4
CC(C)N1CCN(c2ccc(OC[C@H]3CO[C@](Cn4cncn4)(c4ccc(Cl)cc4Cl)O3)cc2)CC1	0.0	nt	0.3	22
O=C(c1ccc(Cl)cc1)N1N=C(c2ccccc2)CC1c1ccc(Cl)cc1 (configuration not stated)	0.0	-1	0.7	1
O=S(=O)(NCC1CCCN(Cc2cccnc2)C1)c1cccc2cccnc12 (configuration not stated)	0.0	14	1.5	4
COc1ccccc1-n1c(SCC(=O)O)nc2c(sc(=S)n2-c2ccccc2C)c1=O	0.1	0	2.1	-24
COc1ccccc1NC(=O)CSc1nc2ccccc2c(=O)n1CCC(=O)NCCc1ccc(OC)c(OC)c1	-0.1	0	-0.8	2
COc1ccc(C2=NN(CC(=O)N3CCN(c4ccccc4)CC3)C(=O)CC2)cc1	0.0	6	0.0	11
CCOC(=O)c1c(NC(=O)Nc2ccccc2[N+](=O)[O-])sc(C(=O)N(C)C)c1C	0.0	-11	-1.0	15
CC1(C)Cc2c(sc(NC(=O)c3ccccc3)c2C(=O)O)CO1	-0.1	47*	-4.5	4
Cc1sc2ncn(CC(=O)N3CCOCC3)c(=O)c2c1-c1ccc(F)cc1	-0.1	-8	-0.6	3
O=C1CC(C(=O)Nc2cc(Cl)ccc2Cl)C2(CCCCC2)O1 (configuration not stated)	0.2	-1	-0.6	4
Cc1cccc(OCC(=O)NNC(=O)COc2ccc(C#N)cc2)c1	0.1	3	-0.6	-4
O=C(Nc1ccc2ncsc2c1)c1cccc(Cl)c1	0.9	-66	-2.9	13
COc1ccccc1NC(=O)CN1C(=O)C2(SCC(=O)N2c2ccc(F)c(F)c2)c2ccccc21 (configuration not stated)	-0.2	1	-0.7	-3
O=C(CCC(=O)c1ccc(F)cc1)NCC1Cc2cc(F)cc(-c3ccccn3)c2O1 (configuration not stated)	0.3	8	-0.4	9
CCN1CCN(C(=O)c2ccc(C)o2)CC1	-0.2	-5	-0.8	-2
O=C(O)c1cccc(NC(=O)C23CC4CC(C2)CC(n2cnc(Cl)n2)(C4)C3)c1	-0.1	3	1.2	4
c1ccc2[nH]c(CSc3nnc(-c4ccncc4)o3)nc2c1	0.0	20	-1.2	-2
N#C/C(=C1/CCCN1)c1ccc2ccccc2n1	0.1	2	-0.8	-13
CNC(=O)c1c(NC(=O)c2cc(OC)c(OC)c(OC)c2)sc2c1CCC2	0.1	10	-1.2	8
COc1ccc(NC(=O)C(c2ccccc2)N(C)C(=O)c2cnccn2)cc1 (configuration not stated)	0.5	-2	1.2	15
COc1ccc(CC(=O)N2CCCC2c2nc3ccccc3[nH]2)cc1 (configuration not stated)	-0.2	2	0.6	1
O=C(NCCCCN1CCOC(c2ccccc2)C1)c1cccc(Cl)c1 (configuration not stated)	0.1	7	-0.2	7

Later entries
Sequence of screens: FBW7 act | TEAD-YAP inh | GPR151 activ | MITF primary
O=S(=O)(c1cccc2cccnc12)N1CCCC(c2ccncn2)C1 (configuration not stated)
  0.1 | 1 | 0.2 | 13
CCn1cc(C(=O)NCCc2ccc(Cl)cc2)c2c3ccccc3n(C)c2c1=O
  0.0 | 11 | 0.4 | 4
O=C(COc1ccccc1)NC(=S)Nc1cccnc1
  0.0 | -11 | -0.5 | -9
CN(C)c1ccc(/C=N/NC(N)=S)cc1[N+](=O)[O-]
  -0.3 | 7 | 1.2 | 8
Cc1ccc(-c2ccc(=O)n(CC(=O)NCCN(CC(C)C)CC(C)C)n2)cc1
  -0.2 | 0 | 1.4 | -14
CCOC(=O)c1cnc2c(C)c(C)ccc2c1NCCO
  -0.2 | 5 | 3.8 | -5
C/C(CC(=O)Nc1ccc2c(c1)OCCO2)=N\NC(=O)c1ccc([N+](=O)[O-])cc1Cl
  -0.3 | -3 | 0.4 | 0
COc1cc(C2=N/C(=C\c3cccc(Br)c3)C(=O)O2)cc(OC)c1OC
  0.2 | 0 | -0.2 | 0
CCOC(=O)c1sc(NC(=O)c2sc3nc4ccc(C)cc4cc3c2N)nc1C
  0.1 | -2 | -0.6 | 10
CCNc1nc(NCC)nc(Oc2ccc(=O)[nH]n2)n1
  0.1 | 0 | 0.9 | -5
O=C(Cc1ccc(Cl)cc1)Nc1nnc(C(F)(F)F)s1
  -0.1 | 5 | 0.1 | 2
CC1=C(C(N)=O)C(c2ccccc2F)n2nc(-c3cccs3)nc2N1 (configuration not stated)
  0.0 | -1 | 1.1 | 4
c1ccc(C2=NNC(c3nc4ccccc4[nH]3)C2)cc1 (configuration not stated)
  0.1 | -38 | -3.3 | 2
CCS(=O)(=O)C1=NSC2=NC(=O)/C(=C\c3ccc(OC)c(OC)c3)C(=N)N21
  -0.2 | -8 | 0.0 | -7
NC(=O)/C(=C\c1ccco1)NC(=O)c1ccccc1Cl
  0.4 | 12 | -1.3 | 7

Entries of single compounds, quoted from the list.
Listed for C/C(CC(=O)Nc1ccc2c(c1)OCCO2)=N\NC(=O)c1ccc([N+](=O)[O-])cc1Cl : FBW7 act: -0.3; TEAD-YAP inh: -3; GPR151 activ: 0.4; MITF primary: 0
Listed for CCOC(=O)c1cnc2c(C)c(C)ccc2c1NCCO : FBW7 act: -0.2; TEAD-YAP inh: 5; GPR151 activ: 3.8; MITF primary: -5
Listed for COc1cc(C2=N/C(=C\c3cccc(Br)c3)C(=O)O2)cc(OC)c1OC : FBW7 act: 0.2; TEAD-YAP inh: 0; GPR151 activ: -0.2; MITF primary: 0

(continued)
Sequence of screens: FBW7 act | TEAD-YAP inh | GPR151 activ | MITF primary
CCC(C(=O)N/C(N)=N/c1nc2ccccc2o1)N1C(=O)c2ccccc2C1=O (configuration not stated)
  -1.4 | 3 | -1.5 | 24
CN(C)c1cccc(-c2cnn3ccc(Nc4ccc(O)cc4)nc23)c1
  0.6 | 8 | 3.1 | 19
CC(C)NC(=O)c1cnn2c1NC(c1ccco1)CC2C(F)(F)F (configuration not stated)
  -0.1 | 7 | 0.3 | -11
COc1ccc(C(=O)N/C(=C/c2ccc(Cl)cc2)C(=O)N2CCCCC2)cc1
  0.7 | -7 | 0.1 | 3
N#Cc1cnn2c(C(F)(F)F)c3c(nc12)CCCC3
  0.4 | -3 | 0.4 | 4
CNC(=O)CN1c2ccccc2C(C)(C)C12C=Cc1c(ccc3ccccc13)O2 (configuration not stated)
  0.0 | 2 | 1.5 | -3
COC(=O)C(=O)CC(=O)c1c(C)nn(-c2ccccc2)c1C
  -0.2 | -2 | 1.6 | 13
Nc1nonc1-n1nnc(C(=O)O)c1CN1CCCC1
  0.1 | -13 | -0.5 | -3
COc1ccc(-n2c(C)cc(C(=O)CN3C(=O)C(=O)N(Cc4ccccc4)C3=O)c2C)cc1
  -0.4 | 16 | -0.8 | -2
COc1ccc2c(c1)CC(C(=O)Nc1ccc(-c3ccnc(N)n3)cc1OC1CCN(C)C1)CO2 (configuration not stated)
  -0.3 | 16 | -0.5 | -9
CCCC1(CCC)NC(=S)N(c2ccccc2)N1
  -0.1 | -1 | -0.4 | -5
CC(=O)N(Cc1cccs1)Cc1cc2c(C)cc(C)cc2[nH]c1=O
  0.1 | 1 | 1.6 | 8
CC(C(=O)Nc1ccc2oc(-c3ccccc3F)nc2c1)(c1ccccc1)c1ccccc1
  0.7 | -13 | -0.2 | 2
O=C(ON1C(=O)c2ccccc2C1=O)c1ccco1
  0.1 | -2 | 0.8 | 8
COc1ccccc1C1(NC(=O)Cn2c(C)nc3ccccc32)CCCC1
  0.1 | -6 | -1.1 | -16
Cc1ccc(/C=C(/C#N)C(=O)Nc2ccc(O)cc2)cc1
  -0.1 | 11 | 0.6 | 8
CCOC(=O)N1CCN(C(c2cccnc2)c2c(C)[nH]c3ccccc23)CC1 (configuration not stated)
  0.2 | 6 | 1.6 | 13
Cc1cc(C)nc(/N=C(\N)Nc2ccc([N+](=O)[O-])cc2)n1
  -0.1 | -7 | 0.5 | -2
CN(C)CCCNS(=O)(=O)c1ccc([N+](=O)[O-])cc1
  0.2 | 3 | -1.2 | 9

Screens from PubChem.
